# FID counter: fluorescent intercalator displacement, NS3 helicase counter-screen; inhibition, % at 7.9 µM; 290,000 tested, 0.17% active; DNA fluorescent intercalator displacement, fluorescence; in the data active = inhibition above about 37%;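 also: 0% = vehicle and 100% = reference compound; higher means more ethidium bromide displaced from hairpin DNA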
# pCIP destab: compounds decreasing mouse p/CIP protein stability; F442A p/CIP-EGFP cells, EGFP fluorescence, 16 h; 290,000 tested, 0.01% active; AID 1984; decrease of EGFP signal, % at 10 µM;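 active = EGFP signal decrease of at least 30% at 10 µM or well 3 SD below plate mean, unless failing retest; inactive = the rest, including hits failing retest or dose response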; also: some compounds called inactive have numbers as strong as hits; many of its hits are not listed in these tables
# VIM-2 inh: blocks Pseudomonas aeruginosa VIM-2 metallo-beta-lactamase | 290,000 tested, 0.89% active | AID 1527 | purified VIM-2, nitrocefin hydrolysis, epi-absorbance fluorescence | inhibition, % at 5.6 µM;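 active = inhibition above the mean of all tested compounds plus 3 SD, cutoff set per screening run, cut at about 7.5% in these data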;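 also: red hydrolysis product quenches plate fluorescence so inhibitors raise well fluorescence; 0% = enzyme with DMSO and 100% = DMSO without enzyme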
# IMP-1 inh: inhibitors of Pseudomonas aeruginosa IMP-1 metallo-beta-lactamase. purified IMP-1, nitrocefin hydrolysis, epi-absorbance fluorescence. inhibition, % at 5.6 µM. 290,000 tested, 0.45% active;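 active = inhibition above the mean plus 3 SD of all compounds in the same screening run, cut at about 4.5% in these data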;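 also: 0% = IMP-1 with DMSO and 100% = DMSO wells lacking enzyme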
#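 Test system: recombinant IMP-1 enzyme, purified / Medium: HEPES buffer pH 7.1 with ZnSO4 and Brij 35 / Doses: single dose, 5.6 µM / Times: 25 °C, 15 min preincubation, 25 min reaction / Detection: Epi-absorbance via hydrolysed-nitrocefin quenching of white-plate fluorescence, 480/530 nm, EDTA stop / Evaluation: percent inhibition from optical density relative to buffer-blank wells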
# SUMO HTRF inh: inhibitors of human SUMOylation (UBC9); P63279; HTRF SUMOylation assay, SAE1/SAE2 + UBC9, in vitro; inhibition, % at 35 µM; 290,000 tested, 0.36% active; AID 2006; in the data active = inhibition above about 50%, passing the limit was not always enough; also: strong numbers were not always called active
# Target sequence (P63279 whole entry, looked up): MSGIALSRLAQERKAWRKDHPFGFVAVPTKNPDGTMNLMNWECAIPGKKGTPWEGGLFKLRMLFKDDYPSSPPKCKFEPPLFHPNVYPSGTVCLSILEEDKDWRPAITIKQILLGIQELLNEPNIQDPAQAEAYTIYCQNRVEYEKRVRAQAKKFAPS
# HCV NS3 hel inh: blocks Hepatitis C virus NS3 helicase unwinding. NS3 helicase DNA unwinding, Cy5 molecular beacon fluorescence. inhibition, % at 10.9 µM. 290,000 tested, 0.56% active. AID 1800;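 active = inhibition above the mean of all tested compounds plus 3 SD, set per campaign, cut at about 35% in these data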;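 also: 0% = DMSO wells and 100% = thioflavine S control wells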
#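 assay system = NS3 helicase fragment of HCV | buffer or medium = MOPS pH 6.5, MgCl2, DTT, Tween20, BSA | timing = 60 min unwinding reaction at 25 °C after ATP addition | signal = Cy5 beacon fluorescence read at start and 1 h | read-out basis = % inhibition of unwinding | control set = low DMSO, high thioflavine S at 110 µM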
# IDE cell inh: cellular human IDE inhibition; P14735; HEK cells, FAbetaB cleavage, fluorescence polarization; inhibition, % at 5.59 µM; 320,000 tested, 0.41% active;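 active = percent inhibition above the average of all tested compounds plus 3 SD, set per screening campaign, cut at about 16% in these data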;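 also: IDE supplied by intact live HEK cells; FP after avidin binding of uncleaved biotin substrate so inhibition keeps polarization high; 0% = DMSO wells and 100% = 60 µM reference IDE inhibitor Ii1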
# PfM18AAP inh: blocks P. falciparum M18 aspartyl aminopeptidase; AID 1822; inhibition, % at 7.35 µM; 290,000 tested, 1.2% active; recombinant PfM18AAP, H-Glu-NHMec fluorogenic cleavage;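 active = inhibition above the campaign mean inhibition over all tested compounds plus 3 SD, cut at about 28% in these data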;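 also: 0% = plate median of test compound wells and 100% = 2 mM ZnCl2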
# IDE act: activators of human insulin-degrading enzyme in cells; P14735; HEK cells, FAbeta-B cleavage, fluorescence polarization; 0% vehicle, 100% cell-free pure enzyme wells; activation, % at 5.96 µM; 340,000 tested, 0.073% active; AID 493087;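 active = activation above the mean of all tested compounds plus 3 SD, set per screening campaign, cut at about 17% in these data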
# Starred values were filed as active, the others as inactive; · = not tested or not shown.
nr | canonical_smiles | FID counter | pCIP destab | VIM-2 inh | IMP-1 inh | SUMO HTRF inh
1 | Cc1nn(C)c(C(=O)Nc2ccc3c(c2)OCO3)c1[N+](=O)[O-] | -4 | -12 | -2.3 | -1.9 | 13
2 | COc1ccc(C(=O)NN(C)c2nc(-c3ccccc3)nnc2C(F)(F)F)cc1 | -10 | -13 | -3.0 | -2.6 | 19
3 | COc1ccccc1N(CC(=O)NCCSCc1cccc(Cl)c1)S(C)(=O)=O | -43 | 1 | -1.7 | -4.7 | -12
4 | CCn1nnc(NC(=O)COc2cc(C)ccc2C(C)C)n1 | -18 | -22 | 0.0 | -1.8 | 13
5 | CN(c1ccccc1C(=O)N1CCN(Cc2ccc3c(c2)OCO3)CC1)S(C)(=O)=O | -14 | 1 | 0.2 | 1.8 | 9
6 | C/C(=N/OC(=O)c1c(-c2c(F)cccc2Cl)noc1C)c1cnccn1 | -17 | -8 | -2.5 | -2.1 | 1
7 | C=CCSc1ncc(CO)n1Cc1ccccc1 | 0 | 1 | -1.7 | -2.1 | -20
8 | O=C(c1ccccc1Nc1ccc(SC(F)F)cc1)N1CCCCC1 | -28 | -7 | -0.3 | -4.5 | 12
9 | COc1cccc(-n2nnc3c(=O)n(C/C=C/c4ccccc4)cnc32)c1 | -2 | -4 | -1.5 | -3.7 | 5
10 | O=C(CSc1nnc(COc2ccc(Cl)cc2)n1Cc1ccco1)c1ccccc1F | -3 | 3 | -1.2 | -3.0 | 5
11 | Cc1noc(C)c1C(=O)OCC(=O)Nc1c(F)cccc1F | -1 | -21 | -2.0 | -3.6 | 5
12 | CCCCSc1nc2c(c(=O)[nH]c(=O)n2C)n1CCc1ccccc1 | · | -3 | · | · | 6

nr | HCV NS3 hel inh | IDE cell inh | PfM18AAP inh | IDE act
1 | 5 | · | -10 | 6
2 | -3 | 0 | -6 | 3
3 | 12 | 9 | -6 | -1
4 | -4 | 2 | -2 | 3
5 | -12 | 2 | -1 | 7
6 | -6 | -1 | 5 | 3
7 | 3 | 6 | -1 | 7
8 | 9 | -3 | -4 | -1
9 | -3 | -3 | 0 | -1
10 | -4 | -2 | 17 | -5
11 | 1 | 1 | -3 | 3
12 | · | 5 | · | 3

# (listing goes on)
nr | canonical_smiles | FID counter | pCIP destab | VIM-2 inh | IMP-1 inh | SUMO HTRF inh
13 | CCc1[nH]nc2c1C(c1ccsc1)C(C#N)=C(N)O2 (stereo unspecified) | -4 | -2 | 2.3 | -3.7 | -1
14 | CS(=O)(=O)c1ccccc1-c1nnc(NC(=O)Cc2ccccc2)o1 | -4 | 14 | -2.7 | -4.2 | -5
15 | COCC1CCCCN1C(=O)c1ccc(OC2CCN(CCc3ccccc3)CC2)cc1 (stereo unspecified) | 13 | -1 | 0.5 | 0.0 | -6
16 | CN(c1ccccc1)S(=O)(=O)c1cccc(NC(=O)Cn2cnc3ccccc3c2=O)c1 | -11 | -9 | 1.2 | -1.9 | 6
17 | Cc1ccccc1N1CC(O)(c2ccccc2)[N+]2=C1SCC2 (stereo unspecified) | 2 | -3 | -3.6 | -0.3 | -2
18 | COc1ccc(NC(=O)CCNC(=O)c2ccccc2)cc1S(N)(=O)=O | -6 | -5 | -2.8 | -2.2 | 15
19 | O=C(COC(=O)c1ccccn1)NC1CCCCC1 | -1 | 5 | -1.9 | -1.5 | -9
20 | CC1CN(C(=O)C(C)Sc2nnnn2C)CC(C)O1 (stereo unspecified) | 3 | 6 | -4.7 | -5.1 | -2
21 | Cc1ccc(C)c2[nH]c(=O)c(CN(Cc3ccco3)C(=S)NCC3CCCO3)cc12 (stereo unspecified) | -26 | -21 | 2.2 | -1.4 | 18
22 | Cc1ccc2c(C)c(C(=O)Nc3cccnc3)oc2c1 | -24 | 1 | 2.2 | -0.2 | 12
23 | COc1ccc(C(=O)NCC(=O)NCC2COc3ccccc3O2)cc1 (stereo unspecified) | -2 | -3 | 1.0 | 2.0 | -3
24 | OC(CN=c1sc2ccccc2n1CC(O)COc1ccccc1)COc1ccccc1 (stereo unspecified) | -11 | -5 | -3.3 | -0.4 | -34

nr | HCV NS3 hel inh | IDE cell inh | PfM18AAP inh | IDE act
13 | -3 | 5 | 19 | -2
14 | 7 | 1 | 5 | 7
15 | -9 | 1 | 1 | 9
16 | -10 | -1 | -7 | -6
17 | -3 | 2 | 0 | 2
18 | 9 | 6 | 6 | 2
19 | -4 | 1 | -13 | 5
20 | -1 | 3 | 3 | 1
21 | 1 | 5 | -6 | -5
22 | -7 | -2 | -10 | 6
23 | 6 | -1 | 2 | -8
24 | -4 | 2 | -1 | 6

# New compounds follow:
nr | canonical_smiles | FID counter | pCIP destab | VIM-2 inh | IMP-1 inh | SUMO HTRF inh
25 | CCOC(=O)NNC(=O)C1CCC(C)CC1 (stereo unspecified) | -2 | -3 | -0.3 | -2.4 | -3
26 | CCN(CC(=O)Nc1ccccc1OC)C(=O)c1ccc(NS(=O)(=O)c2ccc(C(C)=O)cc2)cc1 | -31 | -10 | -2.3 | -1.9 | 2
27 | CCN(c1ccc(NC(=O)COC(=O)c2cc3ccccc3oc2=O)cc1)C(C)C | 1 | 7 | -3.5 | -3.5 | -14
28 | O=C(/C=C\Nc1ccc2c(c1)OCO2)c1cccs1 | -8 | -11 | 1.1 | 1.5 | 7
29 | O=C(CCc1ccccc1)NCC1(c2ccccc2)CCCC1 | -23 | 8 | 0.1 | 0.6 | -5
30 | COc1cccc(C(=O)NCC2CCCN(C3CCCCC3)C2)c1OC (stereo unspecified) | -3 | 15 | -0.6 | -1.2 | -21
31 | Cc1ncoc1C(=O)N1CCCC(C(=O)c2ccc3c4c(cccc24)CC3)C1 (stereo unspecified) | -29 | -11 | 0.0 | -1.6 | 7
32 | CCC(CC)C(=O)Nc1cccc(/C(C)=N/NC(=O)c2c(Br)cnn2C)c1 | -4 | -1 | -4.5 | -0.4 | 22
33 | O=C(CC1C(=O)NCCN1Cc1cccc(F)c1)NC1CCCCC1 (stereo unspecified) | -20 | -5 | -2.8 | -2.1 | 3
34 | COc1ccccc1Cn1c(=S)[nH]c2ccc(F)cc2c1=O | -3 | 7 | -3.1 | -4.0 | -6
35 | CCn1c(SCC(=O)Nc2ccc3c(c2)OCO3)nnc1C1CC1 | -9 | 10 | 0.9 | -2.6 | 6
36 | Cc1nc2ccccc2nc1OCC(=O)NCc1ccc2c(c1)OCO2 | -1 | -9 | -0.7 | -3.3 | 24

nr | HCV NS3 hel inh | IDE cell inh | PfM18AAP inh | IDE act
25 | -9 | 0 | 0 | 3
26 | 3 | -1 | -4 | 0
27 | 0 | 4 | -3 | 1
28 | 0 | 6 | -7 | -4
29 | 16 | 7 | -1 | 3
30 | 16 | · | -1 | 0
31 | -1 | 3 | 1 | 3
32 | -7 | -5 | -5 | -1
33 | 0 | -12 | 5 | 6
34 | 2 | -1 | 2 | 1
35 | 1 | 0 | 1 | 3
36 | 0 | 0 | 3 | 6

# Continuation.
nr | canonical_smiles | FID counter | pCIP destab | VIM-2 inh | IMP-1 inh | SUMO HTRF inh
37 | COc1cccc(NC(=O)CSc2nnc(COc3ccc4c(c3)CCCC4)o2)c1 | -9 | -15 | -0.9 | -3.1 | 16
38 | CCc1ccc(CC)c(S(=O)(=O)Nc2ccc(C(=O)O)c(O)c2)c1 | -29 | -4 | -2.0 | -3.9 | 10
39 | CC(C)c1ccc(C(=O)N2CCCN(C(=O)c3ccc(C(C)C)cc3)CC2)cc1 | -29 | -2 | -1.7 | -6.5 | -10
40 | N=c1oc2ccc3ccccc3c2cc1C(N)=S | 2 | -10 | 3.8 | 1.8 | 30
41 | COc1ccc(C(C(=O)NC2CCCCC2)N(C(=O)c2ccco2)c2ccccc2OC)cc1 (stereo unspecified) | -49 | -9 | -6.5 | -2.9 | 13
42 | O=C(CN1C(=O)S/C(=C\c2ccccn2)C1=O)Nc1ccc(F)cc1 | 10 | 2 | -3.2 | 1.5 | 5
43 | O=C1C(=O)N(C2CCS(=O)(=O)C2)C(c2cccc(O)c2)/C1=C(/O)c1ccc(Cl)cc1 (stereo unspecified) | -10 | 2 | -0.4 | 0.3 | 12
44 | CCOC(=O)C1CCN(C(=O)c2ccc(Br)o2)CC1 | -8 | 2 | -2.4 | -7.3 | -13
45 | O=C(c1ccco1)N1N=C(C2CCCCC2)CC1(O)C(F)(F)F (stereo unspecified) | -24 | -12 | 0.8 | -3.2 | 0
46 | Cc1ccc(CNC(=O)CCS(=O)(=O)c2ccc3c(c2)CC(C)N3C(=O)C2CC2)o1 (stereo unspecified) | -28 | -1 | -2.1 | -2.5 | 0
47 | CCOC(=O)c1cnc(Nc2ccccc2)nc1C(F)(F)F | -4 | 8 | -1.7 | -1.8 | -6
48 | CC(=O)c1cc(C(=O)c2ccccc2)sc1Nc1ccccc1 | -9 | -6 | -2.9 | -2.7 | 8

nr | HCV NS3 hel inh | IDE cell inh | PfM18AAP inh | IDE act
37 | 3 | 6 | -8 | -1
38 | 16 | 2 | -4 | 3
39 | -4 | 4 | 4 | -2
40 | -3 | -4 | 4 | 0
41 | -3 | 2 | 2 | 2
42 | -10 | · | 7 | -1
43 | 9 | 1 | 3 | 5
44 | 4 | 4 | 3 | -4
45 | 1 | 0 | -5 | 1
46 | 10 | 3 | -6 | 3
47 | -3 | -1 | 1 | 4
48 | 4 | 9 | -7 | -4

# New compounds follow.
nr | canonical_smiles | FID counter | pCIP destab | VIM-2 inh | IMP-1 inh | SUMO HTRF inh
49 | Cn1c(C(=O)N[C@@H](C(=O)O)c2ccccc2)cc2cc(Cl)ccc21 | -23 | 1 | -1.5 | 0.1 | 13
50 | CS(=O)(=O)c1ccc(Cl)c(NC(=O)Nc2ccccc2)c1 | 1 | -15 | 0.9 | -2.6 | 18
51 | CC(=O)c1ccc(NC(=O)C2CC(=O)N(C(C)C)C2)cc1 (stereo unspecified) | -2 | -18 | -1.9 | -1.2 | 9
52 | CCOC(=O)C1(CCCc2ccccc2)CCN(C(=O)C(C)n2cncn2)CC1 (stereo unspecified) | -30 | -2 | -2.1 | -1.7 | 4
53 | CCN(CC(=O)N1CCOCC1)S(=O)(=O)c1ccc(Cl)cc1 | -2 | -18 | -0.6 | -2.5 | 8
54 | O=C(O)c1ccc(COc2ccccc2[N+](=O)[O-])o1 | 4 | -2 | -1.0 | -2.5 | 4
55 | COc1ccc(C(=O)OCCOc2ccccc2C(C)=O)c(O)c1 | -11 | 10 | -0.8 | -1.4 | -12
56 | O=C(CN1C(=O)/C(=C/c2ccccc2F)Sc2ccccc21)NCCCN1CCOCC1 | 15 | -10 | 0.5 | -3.0 | 4
57 | Cc1ccc(Cl)c(NC(=O)CN(C)CC(=O)Nc2ccc(F)c(F)c2F)c1Cl | -28 | 5 | -1.9 | -3.3 | -10

nr | HCV NS3 hel inh | IDE cell inh | PfM18AAP inh | IDE act
49 | -1 | 4 | -5 | 3
50 | -2 | 2 | -12 | 6
51 | -1 | 4 | 7 | 0
52 | -3 | -2 | 4 | 0
53 | -3 | -4 | -2 | 1
54 | 6 | -3 | 0 | 4
55 | -3 | 0 | 2 | 9
56 | -58 | 7 | 2 | 1
57 | -1 | -1 | -2 | 1

# Bioassay records (PubChem)
